Screening data from PubChem BioAssay.
MEKK2wt PB1 HTS – raises or lowers MEK5 binding to wildtype human MEKK2 PB1 domain; Q9Y2U5; bead flow cytometry, Alexa488-MEK5 binding to MEKK2 WT; actives lie on both sides; binding response (% of control), % at 10 µM; hit rate 1.1% among 290,000; in the data active = binding response below about 67% or above about 130%
GPR7 antagonist – human neuropeptides B/W receptor 1 antagonism; P48145; GPR7-expressing cells, fluorescence antagonist assay; inhibition, % at 4.4 µM; hit rate 1.1% among 290,000; AID 1861; in the data active = inhibition above about 16%, passing the limit was not always enough;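 also: cells stimulated with the agonist NPW; 0% = agonist with vehicle and 100% = vehicle without agonist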
Target sequence (P48145 whole entry, looked up): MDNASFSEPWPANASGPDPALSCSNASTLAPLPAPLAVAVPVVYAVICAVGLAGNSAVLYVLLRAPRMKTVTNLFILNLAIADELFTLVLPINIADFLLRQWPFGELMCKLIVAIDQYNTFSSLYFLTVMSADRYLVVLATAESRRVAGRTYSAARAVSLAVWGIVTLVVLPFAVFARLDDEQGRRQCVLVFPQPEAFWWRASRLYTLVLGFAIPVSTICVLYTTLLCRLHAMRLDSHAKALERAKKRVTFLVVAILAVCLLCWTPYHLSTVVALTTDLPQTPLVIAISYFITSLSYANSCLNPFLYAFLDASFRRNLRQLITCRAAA
MEKK3 PB1 HTS – raises or lowers MEK5 binding to the human MEKK3 PB1 domain; Q99759; binding response (% of control), % at 10 µM; hit rate 1.4% among 290,000; bead-based flow cytometry, Alexa488-MEK5 binding to MEKK3; actives lie on both sides; 0 = blocked by unlabeled MEK5, 100 = vehicle;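 active = binding response more than 3 SD above or below the average of its plate-row segment, actives on both sides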;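 also: Alexa488 bead fluorescence after subtracting the streptavidin-only scavenger bead signal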
Target sequence (Q99759 whole entry, looked up, the tested form may be a part): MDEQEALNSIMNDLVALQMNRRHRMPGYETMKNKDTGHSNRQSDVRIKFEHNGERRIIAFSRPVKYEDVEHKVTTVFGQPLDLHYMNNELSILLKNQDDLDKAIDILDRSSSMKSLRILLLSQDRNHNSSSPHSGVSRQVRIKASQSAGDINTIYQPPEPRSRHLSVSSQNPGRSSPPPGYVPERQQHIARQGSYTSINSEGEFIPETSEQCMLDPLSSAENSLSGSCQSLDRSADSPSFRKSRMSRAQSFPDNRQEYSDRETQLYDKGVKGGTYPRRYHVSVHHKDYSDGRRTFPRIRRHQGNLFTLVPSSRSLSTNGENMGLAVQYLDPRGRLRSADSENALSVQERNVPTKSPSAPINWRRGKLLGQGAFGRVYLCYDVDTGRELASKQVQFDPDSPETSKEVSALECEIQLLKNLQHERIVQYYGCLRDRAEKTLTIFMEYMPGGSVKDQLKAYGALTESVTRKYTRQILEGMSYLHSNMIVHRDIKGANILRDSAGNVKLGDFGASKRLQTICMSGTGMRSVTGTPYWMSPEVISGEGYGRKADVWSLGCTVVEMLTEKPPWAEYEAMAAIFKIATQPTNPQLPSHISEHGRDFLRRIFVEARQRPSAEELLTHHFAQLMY
PfM18AAP inh – blocks P. falciparum M18 aspartyl aminopeptidase; recombinant PfM18AAP, H-Glu-NHMec fluorogenic cleavage; inhibition, % at 7.35 µM; hit rate 1.2% among 290,000;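 active = inhibition above the campaign mean inhibition over all tested compounds plus 3 SD, cut at about 28% in these data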;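 also: 0% = plate median of test compound wells and 100% = 2 mM ZnCl2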
OXTR ag – activates the human oxytocin receptor; CHO-OTR cells, Fluo-8 calcium fluorescence; normalized: DMSO 0%, oxytocin 100%; activation, % at 3 µM; hit rate 0.32% among 320,000;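 active = activation above the mean of all tested compounds plus 3 SD, cutoff set per screening run, cut at about 20% in these data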;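 also: peak over basal fluorescence ratio from a 100 s FLIPR kinetic read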
DNA FID counter – displaces DNA intercalator in HCV helicase counter-screen. AID 1845. hit rate 0.17% among 290,000. DNA fluorescent intercalator displacement, fluorescence. inhibition, % at 7.9 µM; in the data active = inhibition above about 37%;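 also: 0% = vehicle and 100% = reference compound; higher means more ethidium bromide displaced from hairpin DNA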
NALP1 yeast inh – inhibitors of NALP1 inflammasome in yeast | S. cerevisiae NALP1/ASC/caspase-1 growth, X-gal OD620, 72 h | inhibition, % at 10 µM | hit rate 0.61% among 280,000 | AID 2071; in the data active = inhibition mostly above about 24%, no sharp cut-off; inactive = mostly below about 32%; also: some compounds called inactive have numbers as strong as hits
MEKK2mut PB1 HTS – signal of MEK5 binding to mutant human MEKK2 PB1 domain. bead flow cytometry, Alexa488-MEK5 binding to MEKK2 mutant. percent response, % at 10 µM. hit rate 0.35% among 290,000. AID 1530; in the data active = percent response above about 24%, passing the limit was not always enough; also: inactives centre near 1; some results filed as inactive read as strong as hits; reference of the scale not given here
PHOSPHO1 inh – inhibitors of human PHOSPHO1 phosphatase. recombinant PHOSPHO1, absorbance phosphatase assay. inhibition, % at 13.3 µM. hit rate 1.1% among 290,000; in the data active = inhibition above about 60%
Numbers without * were called inactive; · = not tested or not shown.

Sample of the layout:
SMILES | MEKK2wt PB1 HTS | GPR7 antagonist | MEKK3 PB1 HTS | PfM18AAP inh | OXTR ag | DNA FID counter | NALP1 yeast inh | MEKK2mut PB1 HTS | PHOSPHO1 inh
COc1cc(C2C(C#N)=C(N)Oc3n[nH]c(-c4ccncc4)c32)cc(OC)c1OC (stereo unspecified) | · | -11.1 | · | 7.3 | -0.4 | -1.0 | 11.1 | · | -40.6
CCCCc1nc(SCC(=O)N2CCOCC2)c2c(=O)n(C)c(=O)n(C)c2n1 | 103.0 | -1.1 | 99.0 | -3.7 | 0.3 | -41.5 | 4.3 | 4.0 | 9.4
COCc1cc(C)c(C#N)c(=S)[nH]1 | 102.0 | -5.8 | 105.0 | 31.8* | 1.5 | 0.9 | 3.5 | 4.0 | 42.0
O=C1NC(=S)N/C1=C/c1cc([N+](=O)[O-])ccc1O | 98.0 | 1.7 | 100.0 | 6.1 | 1.5 | 0.2 | 8.1 | -1.0 | 82.1*
COc1cc(C(=O)N2c3ccccc3CCC2C)cc(OC)c1OC (stereo unspecified) | 112.0 | -6.9 | 109.0 | -0.3 | -1.0 | -28.0 | 4.5 | 3.0 | 2.6

All compounds of this part, repeating the preview:
SMILES | MEKK2wt PB1 HTS | GPR7 antagonist | MEKK3 PB1 HTS | PfM18AAP inh | OXTR ag | DNA FID counter | NALP1 yeast inh | MEKK2mut PB1 HTS | PHOSPHO1 inh
COc1cc(C2C(C#N)=C(N)Oc3n[nH]c(-c4ccncc4)c32)cc(OC)c1OC (stereo unspecified) | · | -11.1 | · | 7.3 | -0.4 | -1.0 | 11.1 | · | -40.6
CCCCc1nc(SCC(=O)N2CCOCC2)c2c(=O)n(C)c(=O)n(C)c2n1 | 103.0 | -1.1 | 99.0 | -3.7 | 0.3 | -41.5 | 4.3 | 4.0 | 9.4
COCc1cc(C)c(C#N)c(=S)[nH]1 | 102.0 | -5.8 | 105.0 | 31.8* | 1.5 | 0.9 | 3.5 | 4.0 | 42.0
O=C1NC(=S)N/C1=C/c1cc([N+](=O)[O-])ccc1O | 98.0 | 1.7 | 100.0 | 6.1 | 1.5 | 0.2 | 8.1 | -1.0 | 82.1*
COc1cc(C(=O)N2c3ccccc3CCC2C)cc(OC)c1OC (stereo unspecified) | 112.0 | -6.9 | 109.0 | -0.3 | -1.0 | -28.0 | 4.5 | 3.0 | 2.6
O=C(N/N=C/C=C\c1ccccc1[N+](=O)[O-])c1ccncc1 | 83.0 | 6.5 | 94.0 | -2.5 | -0.3 | 11.4 | 3.4 | -12.0 | -3.7
Cc1ccc(NC(=O)CSc2ncccc2C(=O)Oc2cccc([N+](=O)[O-])c2)cc1Cl | 99.0 | -11.8 | 99.0 | 2.7 | 0.7 | 2.9 | 33.8 | 0.0 | -9.3
Cc1ccc(-n2[nH]c(C)c(C=Nc3cc(C)ccn3)c2=O)cc1 | 102.0 | -3.9 | 101.0 | -2.4 | 0.1 | -0.1 | -4.1 | 3.0 | 23.5
Cc1cccc(OCC(=O)N2CCN(C(=O)c3ccc([N+](=O)[O-])cc3)CC2)c1 | 100.0 | -0.4 | 103.0 | -0.8 | -0.4 | -5.8 | -8.8 | 1.0 | -4.9
CS(=O)(=O)N1CCN(C2C3CC4CC(C3)CC2C4)CC1 (stereo unspecified) | 107.0 | -4.7 | 104.0 | 2.3 | -0.6 | 1.0 | 9.7 | 4.0 | -10.2
CCOC(=O)C1CCN(CC(O)COc2ccc(C(=O)CC)cc2)CC1 (stereo unspecified) | 107.0 | -3.0 | 102.0 | -5.7 | 0.1 | 5.1 | 33.2 | 2.0 | -4.0
CN(C)S(=O)(=O)c1cccc(NC(=O)COc2cccc(C#N)c2)c1 | 89.0 | -5.7 | 89.0 | 0.5 | 3.2 | -10.3 | 23.4 | -3.0 | -14.1
CC(=O)C1=C(O)C(=O)N(Cc2ccccc2)C1c1ccc([N+](=O)[O-])cc1 (stereo unspecified) | 109.0 | -1.0 | 107.0 | -0.2 | 1.7 | -26.2 | 16.4 | 2.0 | 14.0
Cc1ccc(S(=O)(=O)N2CCCC2)s1 | 107.0 | -4.7 | 101.0 | 3.2 | 0.2 | 0.0 | -19.1 | 4.0 | 33.5
Cc1cccc(C)c1NC(=S)N/N=C/c1c(Cl)cccc1Cl | 101.0 | 7.3 | 108.0 | 4.1 | -0.7 | -1.2 | 12.2 | -4.0 | 24.6
O=C(Nc1cc(S(=O)(=O)N2CCCCC2)ccc1O)c1ccccc1NS(=O)(=O)c1ccc(F)c(F)c1 | 99.0 | -10.6 | 99.0 | -3.7 | 0.1 | -29.6 | 41.9 | 2.0 | 2.1
O=Cc1ccc(O)c2ncccc12 | 102.0 | -1.4 | 104.0 | 4.0 | · | -11.1 | 82.2* | 4.0 | 22.9
CN(C)S(=O)(=O)N1CCC(Oc2ccc(C(=O)N3C[C@@H]4CCC[C@H]3C4)cc2)CC1 | 99.0 | 0.7 | 100.0 | -6.0 | 4.8 | -67.1 | 8.8 | 2.0 | -0.6
CC(C)Oc1cccc(C(=O)Nc2ccc(CN3CCOCC3)cc2)c1 | 102.0 | -11.5 | 102.0 | 4.1 | 1.7 | 5.3 | 37.2 | 5.0 | -2.2
COc1ccc2[nH]c3c(c2c1)CCN1C(=O)N([C@@H](C)C(=O)NCc2ccc(C)cc2)C(=O)[C@]31C | 106.0 | 12.3 | 103.0 | 0.3 | 2.3 | -38.9 | 25.1 | 5.0 | 23.4
CCOc1ccc(S(=O)(=O)Nc2cc(F)ccc2F)c2cccnc12 | 105.0 | -5.6 | 104.0 | 0.8 | 0.5 | -12.9 | 17.9 | 3.0 | -5.9
COc1cccc(/C=N/N2CCN(C)CC2)c1 | 100.0 | -11.7 | 99.0 | 0.9 | -0.2 | 1.9 | 42.2 | 0.0 | -23.9
COc1ccc(/C=N/NC(=O)c2ccccc2OCc2ccccc2)c(OC)c1 | 87.0 | -11.1 | 94.0 | 1.3 | -2.5 | -25.7 | 13.6 | -2.0 | 35.7
Cc1ccccc1NC(=S)NCc1ccc2[nH]c3c(c2c1)CCCC3 | 97.0 | -25.5 | 100.0 | 3.4 | 0.9 | -16.5 | 16.5 | -3.0 | -3.7
CC(C)C(c1nnnn1CCc1ccccc1)N1CCOCC1 (stereo unspecified) | 102.0 | -0.3 | 105.0 | -6.8 | -0.5 | 1.5 | 1.6 | 3.0 | 6.2
COc1ccc(NC(=S)N2CCC(C(=O)c3ccc(OC)cc3)CC2)cc1 | 109.0 | -11.5 | 105.0 | 2.8 | 2.9 | -14.2 | 4.8 | 10.0 | 39.0
Cc1cc(C)c2c(CC(=O)O)c(C)[nH]c2c1 | 84.0 | 0.2 | 93.0 | -2.8 | -0.8 | -6.3 | 16.2 | -19.0 | 39.5
O=C(CNC(=O)c1ccccc1F)NCCOc1ccccc1Cl | 102.0 | -2.2 | 103.0 | -3.6 | -0.8 | -6.3 | 36.5 | -1.0 | -5.1
O=C(Nc1ccncc1)c1c(F)c(F)c(F)c(F)c1F | 100.0 | -10.5 | 93.0 | -2.1 | -0.5 | 1.2 | -30.5 | -1.0 | ·
c1cc(C2CCN(Cc3nc(-c4ccc5c(c4)OCO5)no3)CC2)ccn1 | 98.0 | -13.4 | 96.0 | -5.5 | 7.6 | -15.6 | 2.4 | 2.0 | 39.7
COc1ccc(C(=O)c2ccc(N3CCOCC3)cc2)c(OC)c1 | 120.0 | 11.2 | 113.0 | 6.1 | 0.7 | -20.4 | -7.5 | 9.0 | 15.9
COc1ccc(C(=O)OC2CCN(c3ncc(C(F)(F)F)cc3Cl)CC2)cc1 | 93.0 | -4.3 | 96.0 | 3.1 | 1.9 | -0.8 | -15.0 | -3.0 | -5.2
COc1ccc(/C=C2\Oc3cc(OCC(=O)N4CCC[C@H]4C(=O)O)ccc3C2=O)c(OC)c1 | 110.0 | 1.9 | 105.0 | 6.2 | 0.8 | -10.2 | 1.2 | 6.0 | -7.7
Cc1nn(CCc2n[nH]c(=S)n2-c2cccc(Cl)c2)c(C)c1[N+](=O)[O-] | 101.0 | -5.0 | 97.0 | 6.2 | 1.0 | -8.7 | -13.6 | 4.0 | 92.7*
O=C(O)CCCN(Cc1cccc(Br)c1)S(=O)(=O)c1ccc(Br)cc1 | 88.0 | 2.3 | 94.0 | 2.1 | 0.7 | -24.3 | -9.0 | -10.0 | -0.7
Cc1ccccc1N1CCN(S(=O)(=O)c2ccc3oc(=O)ccc3c2)CC1 | 98.0 | 0.2 | 97.0 | 1.4 | 6.8 | -16.4 | -13.2 | -1.0 | 17.5
Cc1ccc2nc(C)cc(N3CCOCC3)c2c1 | 107.0 | 0.1 | 102.0 | -5.7 | 0.5 | 6.4 | 32.4 | 3.0 | -7.4
COc1ccc2c(c1OC)C(=O)N1C2SC(C)(C)[C@H]1C(=O)NCC(C)C (stereo partly specified) | 102.0 | -5.4 | 101.0 | -12.0 | -1.8 | -18.3 | -6.1 | 5.0 | ·
CN1CCN(CC#CC2(O)CCCCC2)CC1 | 101.0 | 6.0 | 102.0 | -2.1 | 1.0 | -1.8 | 23.1 | -1.0 | -17.7
NCCS(=O)(=O)NC1CCCCC1 | 101.0 | -5.6 | 111.0 | 1.0 | 0.3 | -1.4 | -9.7 | -5.0 | 4.9
N#CC(c1ccccc1)C1CCN(Cc2ccccc2)CC1 (stereo unspecified) | 100.0 | 3.3 | 98.0 | 4.6 | -0.7 | 3.0 | 43.5 | -1.0 | -26.6
Cc1[nH]n(C(N)=S)c(=O)c1N=Nc1ccc2ccccc2c1 | 77.0 | -3.7 | 97.0 | 10.9 | · | -14.6 | 8.9 | -21.0 | 0.3
CCCc1cc(=O)n2[nH]c(NCc3ccc(Cl)cc3Cl)nc2n1 | 101.0 | -13.1 | 98.0 | -1.0 | -0.9 | -12.1 | 5.6 | -18.0 | -9.4
O=C(CNC(=O)c1ccccc1)N=Nc1c(O)[nH]c2ccc(Br)cc12 | 103.0 | 0.3 | 98.0 | -8.6 | -0.3 | -8.8 | 8.3 | 5.0 | -5.0
CCOc1ccccc1NC(=O)CSc1nnc(CNC(=O)c2c(F)cccc2Cl)o1 | 100.0 | -12.7 | 101.0 | -6.8 | 1.2 | -32.5 | -9.7 | 1.0 | 32.9
COC(=O)c1ccc(C2Nc3ccccc3NC3=C2C(=O)CC(C)(C)C3)cc1 (stereo unspecified) | 105.0 | -19.7 | 99.0 | 3.8 | 0.8 | -13.6 | -4.5 | 7.0 | 45.3
CC(=O)N(Cc1ccccc1C)c1cccc(C)c1C | 101.0 | -1.4 | 105.0 | -3.0 | -2.2 | -20.5 | 11.2 | 1.0 | 34.2
Cc1cccc(NC(=S)NCCN(C2CCCCC2)C2CCCC2)c1 | 97.0 | 21.1 | 107.0 | -18.1 | 2.9 | 19.2 | -4.1 | -7.0 | -2.7
O=C(N/C(=C\c1cccnc1)C(=O)N1CCOCC1)c1cccc(Br)c1 | 97.0 | -2.4 | 99.0 | -11.5 | 1.2 | -2.8 | -6.5 | -3.0 | 8.3
Cc1cc(C(=O)Nc2cccnc2)on1 | 100.0 | -2.8 | 100.0 | 2.4 | 0.4 | 3.5 | 3.7 | 4.0 | 0.1
CN(Cc1ccccc1Cl)C(=O)c1cnccc1C(F)(F)F | 96.0 | -0.8 | 89.0 | -9.9 | 0.8 | -13.9 | 7.4 | -1.0 | 38.6
Cn1c(C(=O)N2CCCC(C(=O)NCc3ccccc3)C2)cc2sccc21 (stereo unspecified) | 102.0 | -4.1 | 99.0 | 3.7 | 0.3 | -47.2 | 7.6 | 2.0 | 42.6
CCn1c(COc2ccc(OC)cc2)nc2ccccc21 | 102.0 | 12.7 | 106.0 | 0.9 | -0.8 | -14.4 | 6.8 | 2.0 | 48.9
O=C(Nc1ccccc1C(=O)OCn1nnc2ccccc2c1=O)c1ccco1 | 94.0 | 0.9 | 101.0 | -8.3 | -1.0 | -6.0 | -5.5 | -4.0 | -2.2
